From PubChem BioAssay
TRPC4 potent: TRPC4 (mouse) allosteric potentiation | Q9QUQ5 | HEK293 TRPC4beta/mu-opioid, DAMGO EC20, Fluo-4 Ca2+ flux; active compounds read high | B-score at 10 µM | actives 0.42% (n = 310,000);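 active = B-score of calcium response area above 5 SD of library B-scores, with initial fluorescence ratio within 5 SD of library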;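 also: B-score of integrated fluorescence ratio over time as area under calcium response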
MrgX1 ag: human MrgX1 receptor agonism, primary screen. MrgX1-HEK293 cells, Fluo-4 calcium fluorescence, agonist mode; active compounds read high. B-score at 10 µM. actives 0.44% (n = 310,000);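 active = calcium response B-score plate-corrected fluorescence ratio at least 3 library SD, with starting fluorescence B-score inside 5 SD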
Target sequence (Q96LB2 whole entry, looked up): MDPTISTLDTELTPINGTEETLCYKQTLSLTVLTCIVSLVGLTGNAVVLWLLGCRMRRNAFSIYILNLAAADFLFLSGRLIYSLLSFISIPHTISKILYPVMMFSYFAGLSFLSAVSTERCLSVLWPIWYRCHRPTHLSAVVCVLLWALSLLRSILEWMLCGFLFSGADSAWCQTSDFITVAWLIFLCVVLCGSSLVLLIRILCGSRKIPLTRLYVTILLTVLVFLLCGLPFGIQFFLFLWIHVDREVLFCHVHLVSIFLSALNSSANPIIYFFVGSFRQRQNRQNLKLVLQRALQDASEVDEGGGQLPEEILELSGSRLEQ
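Test system: Stable human MrgX1 HEK293 cell line | Schedule: Overnight plating before 1 h dye loading | Read-out basis: Baseline-normalised fluorescence change ratio, B-scored | Detection: Kinetic calcium dye fluorescence, Fluo-4 NW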
TRPC6 activator: activators of mouse TRPC6 channel; Q61143; HEK293-TRPC6 membrane potential dye fluorescence; active compounds read high; B-score at 10 µM; actives 0.13% (n = 310,000);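 active = B-score of the integrated fluorescence ratio above library mean plus 3 SD, and starting fluorescence ratio within library mean plus 5 SD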;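 also: higher score means more depolarization so channel activation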
MrgX1 allo act: allosterically activates human MrgX1 receptor signaling. Q96LB2. MrgX1-HEK293, Fluo-4 calcium flux, FDSS; active compounds read high. actives 0.63% (n = 310,000). B-score at 10 µM;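 active = plate-corrected calcium response at least 3 library SD above typical, normal starting fluorescence, not activating the receptor alone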;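 also: compound read alongside a low EC10 to EC30 dose of BAM8-22 agonist; peak minus trough fluorescence over baseline measured at the second addition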
TRPC6 inh: blocks the mouse TRPC6 cation channel; Q61143; HEK293-TRPC6, membrane potential dye, ACh-evoked depolarization; active compounds read low; B-score at 10 µM; actives 1.1% (n = 310,000);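 active = B-score under library mean minus 3 SD, initial fluorescence not abnormally high, positive integrated signal ratio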;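 also: B-score derived from integrated fluorescence ratio over the kinetic read; more negative B-score means stronger inhibition of depolarization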
TMEM16A inh: blocks the mouse calcium-activated chloride channel TMEM16A; Q8BHY3; HEK293 TMEM16A/YFP iodide influx fluorescence, ionomycin; normalized B-score (activity score, 25-100; higher = stronger inhibition) at 10 µM; actives 1.2% (n = 310,000);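 active = ratio plate-corrected score three or more library SD toward inhibition, starting fluorescence score within five deviations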;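 also: score derived from kinetic fluorescence span divided by baseline fluorescence per well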
TRPC4 inh: TRPC4 (mouse) channel inhibition; AID 2247; HEK293 TRPC4beta/mu-opioid, DAMGO-evoked Fluo4 calcium flux; active compounds read low; actives 0.39% (n = 300,000); Q9QUQ5; B-score at 10 µM;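 active = B-score over 3 SD under the library average, no early fluorescence shift, positive overall ratio signal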
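Test system – stable TRPC4beta/mu-opioid receptor HEK293 cells · Probe or stimulus – DAMGO, a submaximal dose followed by a maximal one · Dosing – one concentration per compound · Signal – Fluo4 calcium fluorescence by kinetic imaging, 5 s 1 Hz baseline · Evaluation – per-well B score of integrated baseline-normalized Fluo4 ratio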
MrgX1 antag: antagonists of human MrgX1 receptor. Q96LB2. MRGX1-HEK293 calcium flux, Fluo-4, BAM8-22 antagonism; active compounds read low. B-score at 10 µM. actives 1.3% (n = 310,000). AID 588676;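 active = calcium-response B-score plate-corrected more than 3 library SD below zero, starting fluorescence within 5 deviations, no agonist response on first addition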;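 also: peak minus trough fluorescence over baseline after final BAM8-22 challenge near maximal dose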
SKKanGAS inh: inhibitors of SKKanGAS S. pyogenes growth in kanamycin (SK-promoter or general growth effect); BacTiter-Glo, 6 h; inhibition, % at 7.5 µM; actives 1.3% (n = 300,000);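 active = mean replicate score, as percent of positive control median, at least 50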;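 also: strain carries kanamycin resistance gene driven by streptokinase promoter and grows in 40 µg/ml kanamycin; loss of luminescence reflects streptokinase promoter inhibition or plain growth inhibition; 0% = median of DMSO wells and 100% = positive control at its reference dose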
TRPC4 act: opens the mouse TRPC4 cation channel; Q9QUQ5; HEK293 TRPC4beta/mu-opioid, Fluo4 calcium fluorescence; active compounds read high; B-score at 10 µM; actives 0.49% (n = 310,000);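 active = B-score above 5 SD of library B-scores, and initial fluorescence ratio not above library mean plus 5 SD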;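 also: positive B-score marks a calcium rise read as TRPC4 activation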
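Material: TRPC4beta and mu-opioid receptor HEK293 stable cells | Incubation: 45 min room-temperature Fluo4 loading, 110 s read | Detection: Kinetic Fluo4 calcium fluorescence | Measure: Integrated baseline-normalised fluorescence ratio, converted to per-well B score | Benchmarks: Low control buffer alone, high control maximal DAMGO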
ANO1 activ: mouse TMEM16A channel activation, primary screen; AID 623877; Q8BHY3; actives 0.3% (n = 340,000); HEK293 TMEM16A/YFP-H148Q/I152L, iodide quench fluorescence; active compounds read low; B-score at 10 µM;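 active = fluorescence-ratio B-score plate-corrected deviation score at least 3 library SD below zero, with starting fluorescence score within 5 deviations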;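 also: channel opened by trigger with iodide after compound preincubation; score built on the fluorescence ratio of max minus min over baseline; more negative score means more quench and so TMEM16A activation or potentiation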
* marks the source's active call; other numbers are inactive results; i = inactive; . = not tested or not shown; & = joins results of further samples.

SMILES | TRPC4 potent | MrgX1 ag | TRPC6 activator | MrgX1 allo act | TRPC6 inh | TMEM16A inh | TRPC4 inh | MrgX1 antag | SKKanGAS inh | TRPC4 act | ANO1 activ
CC1CCc2nc(NC(=O)c3cc(C(C)(C)C)nn3C)sc2C1 (centres undefined) | i | i | i | i | i | i | i | i | 14.7 | i | i
Cc1cc(C)c2nc(N3CCCC(C(=O)N4CCN(c5ncccn5)CC4)C3)sc2c1 (centres undefined) | i | i | i | i | i | i | i | i | 12.6 | i | i
COC(=O)C1=C(C(=O)OC)[C@@H]2N(C)c3ccccc3[C@@]23C[C@@H](C(=O)OC)N(C(=O)c2ccco2)C3=N1 | i | i | i | i | i | i | i | i | 8.7 | i | i
O=C(CN(C(=O)C1CSC(=O)C1)c1ccccc1F)NCc1ccc2c(c1)OCO2 (centres undefined) | i | i | i | i | i | i | i | i | -5.0 | i | i
COC(=O)c1ccc(NC(=O)CCS(=O)(=O)c2ccc(Br)cc2)cc1 | i | i | i | i | i | i | i | i | -13.3 | i | i
CC1(C)Cc2c(sc3c2c(=N)n(Cc2ccco2)c(=O)n3CC(=O)Nc2ccc(Cl)cc2)CO1 | i | i | i | i | i | i | i | i | 5.9 | i | i
O=C1C(Cl)=C(N2CCCCCC2)C(=O)N1c1ccccc1 | i | i | i | i | i | i | i | i | 5.8 | i | i
O=C(O)c1ccccc1C(=O)Nc1ccc(-n2nccc2C(F)(F)F)cc1 | i | i | i | i | i | i | i | i | -4.6 | i | i
Cc1ccc(-c2ccc(/C=C3/NC(=O)NC3=O)o2)cc1[N+](=O)[O-] | i | . | i | . | i | . | i | . | 6.1 | i | i
Nc1c(Br)cc(Br)cc1CNC1CCC(O)CC1 (centres undefined) | i | i | i | i | i | i | i | i | -2.1&-2.4 | i | i
NC(=O)OCC(O)COc1ccc(Cl)cc1 (centres undefined) | . | i | . | i | . | i | . | i | . | . | i
COc1ccc(Cl)cc1NC(=O)CN1CCc2ccccc21 | i | i | i | i | i | i | i | i | 7.7 | i | i
CC(C)n1c(=S)[nH]c2cc(Cl)ccc21 | i | i | i | i | i | i | i | i | 7.0 | i | i
Cc1noc(C)c1CSc1nc2ccccc2s1 | i | i | i | i | i | i | i | i | 11.3 | i | i
O=C1N(c2ccc(Cl)c(Cl)c2)CN(Cc2ccccc2)CN1n1cnnc1 | i | i | i | i | i | i | i | i | -1.4 | i | i
COc1ccc(-c2nc3ccccc3c(=O)n2CCN2CCOCC2)cc1 | i | i | i | i | i | i | i | i | -3.0 | i | i
Cn1cc(CNCc2cn(C)nc2-c2ccc(C3CCCCC3)cc2)cn1 | i | i | i | i | i | i | i | i | -5.3 | i | i
COc1ccc(O)c(C(=O)c2cc(SCC(=O)O)c3nc4sc5c(c4c(=O)n3c2)CCCC5)c1 | i | i | i | i | i | i | i | i | 51.5* | i | i
COc1ccccc1OCC(=O)N(Cc1nc(-c2ccc(Cl)cc2)no1)C(C)C | i | i | i | i | i | i | i | i | -3.7 | i | i
Cn1c(=O)n(C)c2cc(C(=O)c3ccccc3)ccc21 | i | i | i | i | i | i | i | i | 3.2 | i | i
COC(=O)C[C@](O)(CCCC(C)(C)O)C(=O)O[C@@H]1C(OC)=C[C@]23CCCN2CCc2cc4c(cc2[C@H]13)OCO4 | i | i | i | i | i | i | i | i | -1.9 | i | .
O=[N+]([O-])c1ccc(S(=O)(=O)NCCS(=O)(=O)N2CCN(c3ccccc3)CC2)cc1 | i | i | i | i | i | i | i | i | 1.9 | i | -28.8*
CN(C(=O)Cn1cnc2ccccc2c1=O)C1CCS(=O)(=O)C1 (centres undefined) | i | i | i | i | i | i | i | i | 3.3 | i | i
Nc1cc2c(cc1O)CCCC2 | i | i | i | i | i | i | i | i | 1.3 | i | i
COc1cccc(CNC(=O)c2ccccc2SCC(=O)N2CCCC2)c1 | i | i | i | i | i | i | i | i | 9.3 | i | i
CC(=O)OCCCn1c(C)[n+](C)c2cc(Cl)c(Cl)cc21 | i | i | i | i | i | i | i | i | -3.2 | i | i
Cc1ccc2c(c1)nnn2C1CCN(S(=O)(=O)c2ccc(C(=O)N3C(C)CCCC3C)cc2)CC1 (centres undefined) | i | i | i | i | i | i | i | i | 1.8 | i | i
C=CCOc1ccccc1/C=N/NC(=O)Cc1ccc(C)cc1 | i | i | i | i | i | i | i | i | 2.9 | i | i
O=C(Cn1nnc(-c2ccccc2F)n1)Nc1ccc2c(c1)OCO2 | i | i | i | i | i | i | i | i | 3.1 | i | i
COc1ccc(CN2C(=O)c3c(c(C)n(C)c3C)C2C(=O)NC2CCC(C)CC2)cc1 (centres undefined) | i | i | i | i | i | i | i | i | 0.6 | i | i
CCCCC1C(=O)N(c2ccccc2)N(c2ccc(O)cc2)C1=O (centres undefined) | . | i | . | i | . | i | . | i | . | . | i
CCOc1ccc(OCc2cccc(C(=O)N3CCCCCC3)c2)cc1 | i | i | i | i | i | i | i | i | 0.4 | i | i
CC1(C)Cc2c(sc3nc4n(c(=N)c23)CCCCC4)CO1 | i | i | i | i | i | i | i | i | 3.4 | i | i
C=CCn1c(NCCO)nc2sc3c(c2c1=O)CCC3 | i | i | i | i | i | i | i | i | 6.7 | i | i
COc1ccccc1CC(NC(C)=O)C(=O)N1CCN(C(=O)Nc2ccccc2Cl)CC1 (centres undefined) | i | i | i | i | i | i | i | i | -3.0 | i | i
COc1ccc(S(=O)(=O)Nc2ccc3c(c2)OCO3)cc1C | i | i | i | i | i | i | i | i | 1.3 | i | i
CCCCC(=O)NC1(C(F)(F)F)NC(=O)N(C)C1=O (centres undefined) | i | i | i | i | i | i | i | i | 5.6 | i | i
CCOC(=O)C1C(=O)C=C(c2ccc([N+](=O)[O-])cc2)CC1c1ccccc1 (centres undefined) | i | i | i | i | i | i | i | i | -0.8 | i | i
O=[N+]([O-])c1ccc(C2NS(=O)(=O)N=C3CCCCCN32)cc1 (centres undefined) | i | i | i | i | i | i | i | i | . | i | i
CCN(CC)C(=O)c1ccc2c(=O)n(Cc3cccc(Br)c3)c(=S)[nH]c2c1 | i | i | i | i | i | i | i | i | 24.2 | i | .
COc1ccc(CN2C(=O)CN=C2Nc2ccc(C)cc2C)cc1 | i | i | i | i | i | i | i | i | -4.4 | i | i
CCOC(=O)CNC(=O)CNC(=O)Cn1ccc2ccccc2c1=O | i | i | i | i | i | i | i | i | 3.9 | i | i
Cc1ccc2nc(SCC(=O)OCc3ccccc3)nc(=O)n2c1 | i | i | i | i | i | i | i | i | 19.6 | i | i
CCCCCC(=O)NNC(=S)NC(=O)c1ccc([N+](=O)[O-])cc1 | i | 60.9* | i | i | i | i | i | i | 37.9 | 79* | i
Cc1cc(NC(=O)CCCOc2ccc(Cl)cc2Cl)no1 | i | i | i | i | i | i | i | i | -6.1 | i | i
COc1ccc(-c2c(C(=O)O)c(-c3ccccc3)cn2C)cc1 | i | i | i | i | i | i | i | i | -2.0 | i | i
COc1cccc(C(C(=O)NC2CCCCC2)N(C(=O)c2csnn2)C2CC2)c1 (centres undefined) | i | i | i | i | i | i | i | i | -7.4 | i | i
COc1cc(C(=O)OCC(=O)Nc2cc(C)on2)cc(OC)c1OC | i | i | i | i | i | i | i | i | -5.6 | i | i
COc1ccc(C2CC(c3ccccc3)=NN2C(=S)Nc2ccccc2)cc1 (centres undefined) | i | i | i | i | i | i | i | i | -6.5 | i | i
CC(C)(C)n1cnc2cc(NS(=O)(=O)c3ccccc3)ccc21 | i | i | i | i | i | i | i | i | 3.4 | i | i
O=c1[nH]nc(SCc2nc3ccccc3s2)n1C1CC1 | i | i | i | i | i | i | i | i | 0.2 | i | i
O=C(c1cccc(S(=O)(=O)N2CCOCC2)c1)N1CCN(S(=O)(=O)c2cccs2)CC1 | i | i | i | i | i | i | i | i | 2.6 | i | i
Cc1nccn1CC(=O)N/N=C/c1cccc(O)c1 | i | i | i | i | i | i | i | i | -3.5 | i | i
Cc1occc1C(=O)NCc1nc(-c2ccccc2)no1 | i | i | i | i | i | i | i | i | 0.5 | i | i
COc1ccc(C)cc1NC(=O)C1CCN(C(=O)c2ccco2)CC1 | i | i | i | i | i | i | i | i | -4.4 | i | i
CS(=O)(=O)N(Cc1ccccc1)c1ccc(C(=O)NC2CCCCC2O)cc1 (centres undefined) | i | i | i | i | i | i | i | i | -3.5 | i | i
CCOC(=O)Cc1nnc(Nc2cccc(O)c2)c2ccccc12 | i | i | i | i | i | i | i | -6.32* | -1.5 | i | i
CCN(CC)c1nc(C#N)nc(N(CC)CC)n1 | i | . | i | . | i | . | i | . | 7.9 | i | i
CCc1nnc(NC(=O)CSc2nnc(-c3cccnc3)n2C)s1 | i | i | i | i | i | i | i | i | -3.5 | i | i
COc1ccc(NC(=O)NN2CCN(C)CC2)c(OC)c1 | i | i | i | i | i | i | i | i | 1.1 | i | i

The listing continues:
SMILES | TRPC4 potent | MrgX1 ag | TRPC6 activator | MrgX1 allo act | TRPC6 inh | TMEM16A inh | TRPC4 inh | MrgX1 antag | SKKanGAS inh | TRPC4 act | ANO1 activ
COc1ccccc1CCNC(=O)C(=O)NCC1OCCN1S(=O)(=O)c1ccccc1 (centres undefined) | i | i | i | i | i | i | i | i | -5.3 | i | i
CCCn1c(C(=O)OC)cc2c1ccn2-c1ccc(F)cc1 | i | i | i | i | i | i | i | i | 2.6 | i | i
CCOc1ccc(CCNC(=O)COC(=O)CCS(=O)(=O)c2ccc(C)cc2)cc1OCC | i | i | i | i | i | i | i | i | -13.4 | i | i
CCCn1nnnc1NCc1cccc(OC)c1OCC | i | i | i | i | i | i | i | i | 0.7 | i | i
Nc1nc(N2CCN(C(c3ccccc3)c3ccccc3)CC2)n[nH]1 | i | i | i | i | i | i | i | i | 2.5 | i | i
COc1ccccc1N1C(=O)C2C3C=CC(C3)C2(C)C1=O (centres undefined) | i | i | i | i | i | i | i | i | -15.5 | i | i
COc1ccc(CNC(=S)N/N=C(\C)c2ccc(OC)cc2)cc1 | i | i | i | i | i | i | i | i | 38.1 | i | i
